GALK inhibitor – GALK (human) enzyme inhibition; P51570; Potency, µM (top dose mostly 57.5 µM), for the others: at the highest dose activity, negative = inhibition, usual class: inhibitors; AID 1347072; recombinant GALK, Kinase-Glo ATP luminescence, 1 h; 44,000 tested, under 10 active;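 further: plate controls were full GALK reaction for no effect and reaction lacking GALK for full effect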
Target sequence (P51570 whole entry, looked up): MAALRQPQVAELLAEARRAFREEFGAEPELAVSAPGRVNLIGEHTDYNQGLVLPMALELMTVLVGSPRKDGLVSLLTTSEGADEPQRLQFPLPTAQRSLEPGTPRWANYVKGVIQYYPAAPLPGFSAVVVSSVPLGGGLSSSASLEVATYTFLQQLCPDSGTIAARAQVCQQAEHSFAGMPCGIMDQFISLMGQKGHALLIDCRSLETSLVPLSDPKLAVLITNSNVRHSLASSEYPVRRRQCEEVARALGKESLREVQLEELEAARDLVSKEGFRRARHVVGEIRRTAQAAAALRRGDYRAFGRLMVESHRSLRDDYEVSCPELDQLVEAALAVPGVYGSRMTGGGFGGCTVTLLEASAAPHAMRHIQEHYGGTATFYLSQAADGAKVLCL
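5 nM GALK; 35 uM ATP; 100 uM D-galactose; 20 mM HEPES pH 8.0, 5 mM MgCl2, 60 mM NaCl, 1 mM DTT, 0.01% BSA; 1 h RT; Kinase-Glo Plus luminescence.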
FH mod – Identification of activators of human fumarate hydratase by quantitative high-throughput screening; FH coupled MDH/diaphorase resazurin fluorescence, 15 min; Fumarate hydratase, mitochondrial (Homo sapiens), P07954; hit rate 0.22% among 54,000; Potency, µM (series often up to 79.9 µM), without a hit: top-dose activity change, negative = inhibition, usual class: inhibitors; AID 1347055, 2019; further: potency means the concentration at half of the fitted maximal effect; on the % scale 0 is the no-effect control and ±100 the full control effect; the screen sought activators but most active calls are inhibition curves; nearly all actives have a fitted effect of over 45% in size
Target sequence (P07954 whole entry, looked up): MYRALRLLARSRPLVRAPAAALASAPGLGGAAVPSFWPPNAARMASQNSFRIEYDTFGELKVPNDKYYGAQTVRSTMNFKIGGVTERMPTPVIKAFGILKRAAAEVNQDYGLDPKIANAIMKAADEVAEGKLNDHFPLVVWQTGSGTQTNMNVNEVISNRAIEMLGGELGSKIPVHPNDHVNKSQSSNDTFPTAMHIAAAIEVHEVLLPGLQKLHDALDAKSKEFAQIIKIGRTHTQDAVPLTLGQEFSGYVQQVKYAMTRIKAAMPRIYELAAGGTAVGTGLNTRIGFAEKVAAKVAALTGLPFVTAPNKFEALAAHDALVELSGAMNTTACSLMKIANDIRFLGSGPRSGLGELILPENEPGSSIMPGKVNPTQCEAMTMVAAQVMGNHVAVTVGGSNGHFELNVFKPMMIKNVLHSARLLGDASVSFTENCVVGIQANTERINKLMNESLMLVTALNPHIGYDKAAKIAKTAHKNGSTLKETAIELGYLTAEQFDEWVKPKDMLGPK
TSG101-PTAP inh – TSG101-PTAP interaction inhibition, HIV-1 budding | Fluorescence polarization, FITC-PTAP peptide/Tsg101, 20 min | Potency, µM (top dose mostly 115 µM), for the others: top-dose activity change, negative = inhibition, actives largely listed as inhibitors | 44,000 tested, under 10 active | AID 1347069; further: potency means the concentration at half of the fitted maximal effect; 0% is about no effect
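Fluorescence polarization: Tsg101 binding domain (10 uM final) in 10 mM HEPES pH 7.5, 0.15 M NaCl, 0.01% Tween 20, 3 mM EDTA, 0.1 mM TCEP; compounds pinned; FITC-PTAP peptide 50 nM final; 20 min, r.t.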
p53null 39C tox – p53 null cell cytotoxicity, nonpermissive temperature | AID 904 | H1299 p53-null (neo) cells, 39C, ATPlite viability, 24 h | hit rate 0.97% among 55,000 | Potency, µM (series often up to 46.1 µM), for the others: at the highest dose activity, negative = cell killing, most hits filed as cytotoxic;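 further: potency means the concentration at half of the fitted maximal effect; 0% = DMSO only and -100% = full killing by 100 µM tamoxifen; nearly all actives have a fitted effect of over 50% in size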
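H1299 lung cancer cells, p53-null (H1299-neo) or expressing p53 A138V (H1299-p53A138V), were plated overnight at 37C, then exposed to compounds at up to 46 uM for 24 hr at 39C. Viability was read by ATP-based luminescence.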
p53null 32C tox – p53 null cell cytotoxicity, permissive temperature; H1299-neo p53 null cells, ATP luminescence, 24 h, 32C; Potency, µM (series often up to 46.1 µM), for the others: at the highest dose activity change, negative = cytotoxicity, actives largely listed as cytotoxic; hit rate 0.62% among 55,000; AID 903;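 further: potency means the concentration at half of the fitted maximal effect; 0% = DMSO only and -100% = full killing by 100 µM tamoxifen; nearly all actives have a fitted effect of over 55% in size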
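ATP-content luminescence in p53-null H1299-neo cells after 24 h compound exposure (up to 46 uM) at 32C permissive temperature; 0% and 100% killing set by DMSO and 100 uM tamoxifen; Hill-equation AC50.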
NTMT1 inhibitor – NTMT1 methyltransferase inhibition; Q9BV86; hit rate 2.5% among 59,000; NTMT1 MTase-Glo SAH luminescence, purified enzyme; Potency, µM (series often up to 114 µM), for the others: at the highest dose activity change, negative = inhibition, most hits filed as inhibitors; AID 1645870;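 further: potency means the concentration at half of the fitted maximal effect; plate controls were DMSO vehicle for no effect and no enzyme for full effect; nearly all actives have a fitted effect of over 65% in size; many of its hits are not listed in these tables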
B2AR arrestin ag – agonists recruiting beta-arrestin to human beta2-adrenergic receptor; P07550; HTLA Tango cells, beta-arrestin recruitment, luciferase luminescence, 18 h; Potency, µM (highest dose often 46.1 µM), inactives show at the highest dose activation, hits mostly activators; 44,000 tested, under 10 active; AID 1347077;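 further: potency means the concentration at half of the fitted maximal effect; 0% = DMSO and full agonism = EC100 isoproterenol or metaproterenol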
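Receptor–beta-arrestin recruitment read by tTA-responsive luciferase: compound titrations (up to 46 µM) incubated 18 h with Tango cells, then luminescent substrate 15 min at room temperature. Concentration-response fits classified by r2, efficacy and activity.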
* hit, by the source's call; ? = inconclusive; nt = no result given; [ ] = another dose, or the depositor's remark. The call rests on the fitted dose curve; in most records, active means well fitted curve in the direction sought with a large enough effect; inconclusive means small, poorly fitted or top-dose-only effect, or another doubt; inactive means no such curve, though single readings can be large; an effect the other way counts as inactive or inconclusive. Not all compounds are listed. The share of hits here may be higher or lower than overall.

cpd	mol	GALK inhibitor	FH mod	TSG101-PTAP inh	p53null 39C tox	p53null 32C tox	NTMT1 inhibitor	B2AR arrestin ag
1	CCc1ccc(NCc2cc3ccc(OC)cc3n(CC(=O)Nc3c(C)cc(C)cc3C)c2=O)cc1	4%	-5%	1%	-1%	-5%	12%	-1%
2	Cc1ccc2oc(-c3cc(NC(=O)c4ccco4)ccc3Cl)nc2c1	-22%	?	4%	11%	-7%	2%	0%
3	COc1ccc(NC(=O)C(NS(=O)(=O)c2ccc3c(c2)CCCC(=O)N3)C(C)C)c(OC)c1 (stereo unspecified)	-2%	-24%	-2%	12%	-3%	3%	2%
4	COc1cccc(CC(=O)Nc2c(C(=O)N3CCN(c4ccccc4F)CC3)oc3ccccc23)c1	3%	-27%	-5%	24%	6%	3%	0%
5	CCCc1nn2c(=O)cc(COC(=O)c3cccc(NC(=O)COc4ccc(F)cc4)c3)nc2s1	1%	-16%	-7%	16%	12%	-2%	0%
6	CN1CCN(C(CNC(=O)c2c(F)cccc2F)c2ccc3c(c2)OCO3)CC1 (stereo unspecified)	0%	4%	-3%	19%	0%	12%	1%
7	CC1CCN(C(=O)CSc2nnc(-c3ccccc3)o2)CC1	3%	-4%	-2%	1%	-3%	-1%	-1%
8	CN(Cc1ccccc1)C(=O)c1cc(-c2cccc(Cl)c2)on1	0%	nt	-4%	7%	-2%	nt	0%
9	CCC1(C)CC(=O)c2c(ccc3oc(C(=O)Nc4ccc(C(C)=O)cc4)c(C)c23)O1 (stereo unspecified)	-4%	-7%	0%	?	-22%	10%	1%
10	O=C(c1ccccc1)N1CCN(CCc2ccccn2)CC1	0%	-7%	-6%	-21%	-2%	12%	-2%
11	COc1ccc(N(C(=O)c2ccccc2C)S(=O)(=O)c2ccc3c(c2)n(C)c(=O)n3C)cc1	4%	2%	-5%	-6%	-3%	4%	0%
12	CCCOc1ccc(C(=O)N(Cc2cccs2)C2CCS(=O)(=O)C2)cc1 (stereo unspecified)	1%	-8%	-1%	39%[activator]	11%	-5%	8%
13	COc1ccccc1CNC(=O)c1ccc2c(c1)N(Cc1c(F)cccc1Cl)C(=O)CS2	-2%	-7%	0%	4%	9%	11%	0%
14	CCc1ccccc1NC(=O)c1nnn(Cc2ccc(Cl)cc2)c1N	9%	-14%	-2%	-4%	2%	9%	1%
15	COC(=O)c1ccc(CSc2nc3c([nH]c4ccccc43)c(=O)n2-c2ccc(F)cc2)o1	0%	3%	-1%	17%	-4%	2%	1%
16	CCOC(=O)c1ccccc1NC(=O)N1CCc2c(sc(C)c2CC)C1c1ccccc1 (stereo unspecified)	3%	-18%	2%	4%	-4%	25%	1%
17	O=C(NCc1ccc(Cl)cc1)c1ccc2c(c1)NC(=O)C(CS(=O)(=O)Cc1ccc(F)cc1Cl)N2 (stereo unspecified)	-1%	-29%	27%	-27%	-13%	36%[activator]	0%
18	Cc1ccc(-n2nc(CO)c(C(=O)NCc3ccccn3)n2)cc1C	7%	-3%	-6%	?	3%	0%	-1%
19	COc1ccc(NC(=O)C2CCN(C(=O)N3CCOc4ccccc43)CC2)cc1	0%	-2%	-3%	16%	?	?	0%
20	COc1ccc(-n2ncc(C(=O)NCCCN3CCCCC3)c2C2CCN(C(=O)OC(C)(C)C)CC2)cc1	1%	-1%	-4%	-10%	18%	11%	1%
21	Cc1ccc(OCC(=O)Nc2ccc3nc(SCC(=O)N4CCc5ccccc54)sc3c2)cc1	0%	9%	3%	-11%	-3%	13%	-5%
22	CCN(CC)S(=O)(=O)c1ccc2oc(C(=O)Nc3cc(C)ccc3OC)c(C)c2c1	-4%	-14%	-1%	-14%	-4%	-9%	0%
23	CCC(=O)NCc1nc2ccccc2n1Cc1ccccc1	-8%	0%	-5%	-15%	0%	3%	-4%
24	CCN(CC)c1nn2c(=O)c(C(=O)NCCc3ccc(C)cc3)cnc2s1	-1%	-9%	-2%	1%	-3%	-2%	-1%
25	Cc1cccc(C(=O)Nc2cccc(OCc3cc(=O)n4c(C)csc4n3)c2)c1	2%	-3%	0%	6%	-7%	?	-2%
26	CCOc1ccc(-n2c(=O)c3c(C)c(C)sc3n(CC(=O)Nc3ccc(CC)cc3)c2=O)cc1	-2%	?	-2%	-20%	-16%	7%	1%
27	Nc1c(C(=O)NCc2ccccc2)nnn1Cc1cccc(Br)c1	0%	7%	2%	-11%	-2%	-16%	-2%
28	COc1ccccc1Cc1nc2ccccc2nc1SCC(=O)Nc1ccccc1C(F)(F)F	1%	-26%	-4%	-12%	-1%	5%	2%
29	CCCNC(=O)C1CCN(Cc2cc3ccccc3n2Cc2ccccc2)CC1	3%	-14%	-3%	-1%	-17%	1%	-2%
30	COc1ccc(OC)c(NCc2cccn2-c2nnc(N3CCC(C)CC3)s2)c1	-5%	?	-9%	8%	-2%	?	4%
31	CC1CCC(NC(=O)c2ccc(CS(=O)(=O)c3cccc(C(F)(F)F)c3)o2)CC1 (stereo unspecified)	9%	-22%	-2%	1%	-8%	11%	0%
32	COC(=O)c1ccc(Oc2nc3c(c(=O)n(C)c(=O)n3C)n2C(C)C)cc1	5%	4%	-11%	2%	-11%	8%	0%
33	Cc1cc(-c2ccc(C)c(S(=O)(=O)NCC3CCN(Cc4ccc(F)cc4)CC3)c2)on1	1%	-5%	0%	-15%	2%	-5%	-1%
34	Cc1ccc(C)c(NC(=O)CN2C(=O)CSc3nc(C)cc(C)c32)c1	-3%	-5%	-2%	11%	0%	4%	-4%
35	Cc1coc2c(C)c3oc(=O)c(CC(=O)NCc4ccccc4)c(C)c3cc12	0%	4%	-5%	-9%	8%	-14%	-1%
36	O=S(=O)(NCC(c1ccco1)N1CCOCC1)c1cc(F)ccc1F (stereo unspecified)	-5%	3%	-5%	20%	-3%	3%	-1%
37	COc1ccc2c(c1)c1c(c(=O)n(-c3ccccc3C)c(=O)n1Cc1ccccc1C)n2C	-3%	-1%	-4%	25%	3%	-2%	-1%
38	Cc1ccccc1CC1C(=O)Nc2ccc(Br)cc21 (stereo unspecified)	0%	-27%	-5%	-12%	-7%	?	-4%
39	Cn1c(=O)nc2n(-c3ccc(Cl)c(Cl)c3)c3cc(Cl)ccc3cc-2c1=O	1%	4%	-1%	12%	1%	?	-2%
40	COc1ccc(NC(=O)NCc2c(-n3cccc3)sc3c2CCCC3)c(OC)c1	-7%	3%	-5%	-8%	-3%	-27%	-3%
41	Cc1ccc(CNC(=O)CNS(=O)(=O)c2cccs2)cc1	3%	2%	2%	2%	0%	1%	0%
42	Clc1ccc(CSc2nc3ncccc3[nH]2)cc1	-3%	1%	2%	?	10µM*	-3%	-2%
43	Cc1ccc(NC(=O)Cc2ccc(NC(=O)N3CCCCc4ccccc43)cc2)cc1	0%	-22%	0%	2%	5%	8%	3%
44	CCN1C(=O)c2ccccc2Sc2ccc(NC(=O)c3ccc(Cl)cc3)cc21	2%	-1%	-3%	-10%	?	-8%	-1%
45	O=C(Nc1ccccc1C(F)(F)F)C1CCN(S(=O)(=O)Cc2ccccc2)CC1	2%	nt	-4%	-7%	2%	nt	-2%
46	Cc1ccc(-c2cc(-c3ccccc3)c(C#N)c(SCC(O)CS(=O)(=O)Cc3ccccc3)n2)cc1 (stereo unspecified)	1%	-18%	0%	18%	5%	-6%	0%
47	CN(C)c1ccc(C(=O)Nc2sc(Nc3ccccc3)nc2C(N)=O)cc1	-1%	9%	-1%	?	?	?	0%
48	CCN1CCc2nc3sc(C(=O)c4ccccc4)c(N)c3cc2C1	1%	4%	7%	-4%	-2%	?	1%
49	CCNC(=O)c1c(NC(=O)c2nc(S(=O)(=O)CC)ncc2Cl)sc2c1CCCC2	0%	1%	1%	25µM*	19%	-6%	-1%
50	Cc1c(-c2ccc(Cl)cc2)c(=O)oc2c(CN3CCCC3)c(O)ccc12	0%	-11%	-5%	15%	-3%	-5%	1%
51	CC1(C)N=C(SCc2ccc(Cl)cc2)c2ccccc2N1	1%	-36%	-9%	-14%	-13%	15%	3%
52	COc1cc(C2Nc3ccccc3-c3cc(C)nn32)ccc1O (stereo unspecified)	1%	-17%	1%	-18%	16%	3%	1%

Entries 33–42 of the list above:
cpd	mol	GALK inhibitor	FH mod	TSG101-PTAP inh	p53null 39C tox	p53null 32C tox	NTMT1 inhibitor	B2AR arrestin ag
33	Cc1cc(-c2ccc(C)c(S(=O)(=O)NCC3CCN(Cc4ccc(F)cc4)CC3)c2)on1	1%	-5%	0%	-15%	2%	-5%	-1%
34	Cc1ccc(C)c(NC(=O)CN2C(=O)CSc3nc(C)cc(C)c32)c1	-3%	-5%	-2%	11%	0%	4%	-4%
35	Cc1coc2c(C)c3oc(=O)c(CC(=O)NCc4ccccc4)c(C)c3cc12	0%	4%	-5%	-9%	8%	-14%	-1%
36	O=S(=O)(NCC(c1ccco1)N1CCOCC1)c1cc(F)ccc1F (stereo unspecified)	-5%	3%	-5%	20%	-3%	3%	-1%
37	COc1ccc2c(c1)c1c(c(=O)n(-c3ccccc3C)c(=O)n1Cc1ccccc1C)n2C	-3%	-1%	-4%	25%	3%	-2%	-1%
38	Cc1ccccc1CC1C(=O)Nc2ccc(Br)cc21 (stereo unspecified)	0%	-27%	-5%	-12%	-7%	?	-4%
39	Cn1c(=O)nc2n(-c3ccc(Cl)c(Cl)c3)c3cc(Cl)ccc3cc-2c1=O	1%	4%	-1%	12%	1%	?	-2%
40	COc1ccc(NC(=O)NCc2c(-n3cccc3)sc3c2CCCC3)c(OC)c1	-7%	3%	-5%	-8%	-3%	-27%	-3%
41	Cc1ccc(CNC(=O)CNS(=O)(=O)c2cccs2)cc1	3%	2%	2%	2%	0%	1%	0%
42	Clc1ccc(CSc2nc3ncccc3[nH]2)cc1	-3%	1%	2%	?	10µM*	-3%	-2%

Source: PubChem (National Center for Advancing Translational Sciences (NCATS))
